Bioassay records: PubChem BioAssay, Broad Institute
C2C12 statin = suppressors of simvastatin-induced myotoxicity in C2C12 myotubes | ATP luminescence, 48 h; scaled: DMSO 0, geranylgeraniol control 100 | rescue of ATP level, % at 7.49 µM | actives 0.78% (n = 330,000);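 active = mean ATP rescue above about 67%, or every replicate alone reaching that limit, limit read from the data, passing the limit was not always enough; inconclusive = no clear call, values can overlap the other calls; inactive = mean under the limit and some replicate under it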;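 note: myotubes were challenged with 10 µM simvastatin during compound exposure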
PAX8 inh HTS = inhibitors of PAX8 transcriptional activity in RMG-I cells. RMG-I TPO-luciferase reporter, SteadyGlo, 24 h. inhibition, % at 12.6 µM. actives 1.2% (n = 360,000);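 active = mean replicate inhibition at least 60% with every replicate also reaching 60%; inconclusive = only one of the two criteria is met; inactive = mean below 60% and not all replicates reaching 60%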;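 note: luciferase light reporting Pax8 driven TPO promoter activity; plate controls were median of neutral control wells for no effect and mitoxantrone controls for full effect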
PGC1a acetyl inh = lowers PGC1a acetylation signal in U2OS cells; AlphaScreen anti-acetyl-lysine; with virally co-expressed GCN5 acetyltransferase; inhibition, % at 15.6 µM; actives 0.17% (n = 350,000);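 active = every replicate shows inhibition of at least 40%; inconclusive = mean inhibition at least 40% but some replicate below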;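 note: 0% = neutral control wells and 100% = positive control wells; some results beyond the cut were filed as inactive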
LGR2 antag = Drosophila LGR2 receptor signaling inhibition | actives 0.35% (n = 380,000) | inhibition, % at 9.99 µM | HEK293 LGR2, CRE-luciferase, bursicon-stimulated, 4 h | AID 720647;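 active = drop in luminescence signal, shown as inhibition above about 50% in the replicate tests, limit read from the data, passing the limit was not always enough; inconclusive = probably only some replicates passing the limit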;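 note: agonist challenge used bursicon conditioned medium at about half maximal strength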
ARNT-TACC3 inh = disruptors of human ARNT/TACC3 interaction. actives 0.66% (n = 390,000). AlphaScreen His-ARNT PAS-B/GST-TACC3 binding, luminescence; TACC3 fragment carries E629A point mutation. inhibition, % at 9.99 µM. Q9Y6A5;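 active = mean inhibition of replicates at least 50% and at least half of replicates each reaching 50%; inconclusive = half or more replicates reach 50% but mean below 50%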;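 note: 0% = complete ARNT plus TACC3 wells and 100% = ARNT alone without TACC3; many hits fall short of the cut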
GSIS activator = primary screen for activators of insulin secretion dependent on glucose, INS-1E cells, GLuc reporter luminescence. INS-1E GLuc reporter insulin secretion, 2-3 h. activation, % at 16.6 µM. actives 0.61% (n = 370,000). AID 743287;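 active = lowest replicate activation of at least 40%, so every replicate reaches that level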;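 note: 0% = median of neutral control wells and 100% = median of IBMX positive control wells; some compounds called inactive have numbers as strong as hits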
PglD inh = PglD (C. jejuni) enzyme inhibition; purified PglD enzyme, DTNB colorimetric CoA detection; inhibition, % at 12.5 µM; actives 0.098% (n = 360,000); AID 602405; in the data active = inhibition above about 16%, passing the limit was not always enough; inconclusive = no clear call, values can overlap the other calls; note: strong numbers were not always called active
Cneo AK release = causes C. neoformans cell lysis | adenylate kinase release luminescence, 4 h; normalised: neutral wells 0, clomiphene wells 100 | lysis activity, % at 15 µM | actives 0.2% (n = 360,000) | AID 651654;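 active = mean lysis activity across replicates of at least 80%, whatever share of replicates individually reach that level; inactive = mean lysis activity below 80%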
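Schedule: static 4 h at 37 °C with compound, 1 h detection; system: C. neoformans cells; benchmarks: Clomiphene as positive control; buffer or medium: fresh YPD medium; measure: luminescence rise reflecting yeast cell lysis; measured by: luminescent adenylate kinase detection reagent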
* marks the source's active call; other numbers are inactive results; ? = inconclusive; . = no result given.

(1) COc1ccc(CC(=O)N2CCC3(CC2)NCCc2[nH]cnc23)cc1
(2) COC(=O)c1ccccc1NC(=S)NC(=O)CC(C)C
(3) CSc1nccc(-c2nn(-c3ccc(C)cc3)ccc2=O)n1
(4) C=C(c1ccccc1Cl)[n+]1ccccc1
(5) C[C@H]1CN([C@@H](C)CO)C(=O)c2cc(-c3cncnc3)cnc2O[C@@H]1CN(C)C(=O)Cc1ccccc1
entry no.	1	2	3	4	5
C2C12 statin	25.1	4.8	-62.2	-16.1	-12.7
PAX8 inh HTS	2.0	.	.	10.2	-3.1
PGC1a acetyl inh	-11.6	-4.4	3.7	.	-9.1
LGR2 antag	-8.7	7.3	.	6.0	18.6
ARNT-TACC3 inh	4.7	.	58.2*	-22.5	8.2
GSIS activator	13.1	-3.0	.	13.9	-0.6
PglD inh	2.8	2.5	0.5	4.3	2.8
Cneo AK release	1.6	1.7	0.5	-1.0	-6.1

The closing three records of the part before lead into the next:
(3) CSc1nccc(-c2nn(-c3ccc(C)cc3)ccc2=O)n1
(4) C=C(c1ccccc1Cl)[n+]1ccccc1
(5) C[C@H]1CN([C@@H](C)CO)C(=O)c2cc(-c3cncnc3)cnc2O[C@@H]1CN(C)C(=O)Cc1ccccc1
(6) Cc1ccc(-n2c(-c3cc(C)n(C)n3)n[nH]c2=S)cc1
(7) O=C(CNC(=O)c1ccc(Cl)c([N+](=O)[O-])c1)OC1CCCCC1=O (configuration not stated)
(8) CCc1n[nH]c2c1C(=O)CC(C)(C)C2
(9) C=CCOC(=O)CCC(=O)Nc1cccc2ccccc12
(10) COCC(=O)N1[C@@H](C#N)[C@@H](c2ccc(C3=CCCCC3)cc2)[C@@H]1CO
entry no.	3	4	5	6	7	8	9	10
C2C12 statin	-62.2	-16.1	-12.7	11.0	-0.9	.	9.5	-35.9
PAX8 inh HTS	.	10.2	-3.1	.	2.2	.	.	-3.1
PGC1a acetyl inh	3.7	.	-9.1	-4.4	.	17.9	6.9	-4.5
LGR2 antag	.	6.0	18.6	.	-7.6	.	.	-3.5
ARNT-TACC3 inh	58.2*	-22.5	8.2	5.6	.	2.8	-9.2	14.3
GSIS activator	.	13.9	-0.6	.	-5.8	.	.	4.9
PglD inh	0.5	4.3	2.8	-1.9	2.4	3.7	-3.2	6.0
Cneo AK release	0.5	-1.0	-6.1	-1.1	0.0	1.0	1.4	-3.0

(11) CN(N)C(=S)Nc1ccc(F)cc1
(12) C[C@H](CO)N1C[C@H](C)[C@H](CN(C)Cc2ccc(-c3ccccc3)cc2)Oc2ccc(N(C)C)cc2CC1=O
(13) COc1ccc(CN2CC3(CCN(C(=O)C4CCOCC4)CC3)c3c(n(C)c4cc(OC)ccc34)[C@@H]2CO)cc1
(14) CCOC(=O)Cc1cc(=O)[nH]c(/N=C(/NC(=O)c2ccccc2)Nc2ccccc2C(F)(F)F)n1
(15) O=C(N/N=C/c1cc2c(cc1Br)OCO2)C1COc2ccccc2O1 (configuration not stated)
entry no.	11	12	13	14	15
C2C12 statin	3.9	-13.8	.	1.5	.
PAX8 inh HTS	15.3	9.7	-13.9	.	-88.0
PGC1a acetyl inh	-2.1	-7.8	2.7	7.0	-13.6
LGR2 antag	9.1	9.3	-6.3	-7.3	-126.9
ARNT-TACC3 inh	-4.7	9.8	.	-8.7	-4.2
GSIS activator	6.1	-21.8	-13.9	40.5	0.3
PglD inh	0.2	4.5	.	-1.9	.
Cneo AK release	0.0	0.8	.	-0.1	.

(16) CC(=O)N(C)C[C@H]1Oc2ncc(C#CCc3ccccc3)cc2C(=O)N([C@@H](C)CO)C[C@H]1C
(17) Cn1cc(S(=O)(=O)N2CCOCC2)cc1C(=O)O
(18) CCCC(C)NC(=O)COC(=O)c1ccccc1SCC(=O)NC(C)CCC (configuration not stated)
(19) CC(Oc1cccc(Cl)c1)C(=O)NC1CC(C)(C)NC(C)(C)C1 (configuration not stated)
(20) Cc1ccc(C(=O)CCC(=O)Nc2ccc(Cl)c(S(=O)(=O)Nc3cccc(Cl)c3)c2)cc1
entry no.	16	17	18	19	20
C2C12 statin	0.3	-3.5	.	-2.9	.
PAX8 inh HTS	.	-8.2	10.0	6.8	6.3
PGC1a acetyl inh	?	4.5	.	2.4	.
LGR2 antag	3.9	9.9	21.2	-10.6	11.0
ARNT-TACC3 inh	36.7	-5.1	10.9	-4.1	-10.7
GSIS activator	-18.4	13.9	0.7	3.3	-7.0
PglD inh	-1.0	-1.9	.	-1.7	6.1
Cneo AK release	2.3	0.9	.	-1.7	-1.0

(21) C/C(=N\NC(=O)CNC(=O)c1ccco1)c1ccc(Br)cc1
(22) CCn1c(C)nc2cc(C(=O)NNS(=O)(=O)c3c(C)c(C)cc(C)c3C)ccc21
(23) O=C(CSc1nnc2c(Cl)cc(C(F)(F)F)cn12)N(Cc1ccccc1)Cc1ccccc1
(24) CC(C)N(C)c1ncnc2c1ncn2[C@H]1CN(Cc2ccccc2)C[C@@H](CO)O1
(25) CCn1c(N2CCN(C(=S)NCCc3ccccc3)CC2)nc2ccccc21
entry no.	21	22	23	24	25
C2C12 statin	3.1	-0.9	.	-49.8	42.6
PAX8 inh HTS	2.5	.	7.1	-12.8	.
PGC1a acetyl inh	-3.8	8.3	.	5.2	-2.3
LGR2 antag	-8.1	.	-5.6	-12.1	.
ARNT-TACC3 inh	-4.9	-4.7	-6.7	.	6.2
GSIS activator	-2.8	.	-33.8	1.4	.
PglD inh	1.4	4.4	.	0.5	-0.4
Cneo AK release	3.9	4.4	.	0.0	2.9

(26) COc1cccc(C2c3[nH]c4ccccc4c3C[C@H]3C(=O)N(c4ccccc4C(=O)NCCCN4CCOCC4)C(=O)N23)c1 (some centres not stated)
(27) Cc1cc(C)cc(NC(=S)N(Cc2ccc(Br)cc2)Cc2ccc(C(=O)O)cc2)c1
(28) Cc1ccc(C)c(S(=O)(=O)N2CCN(C(=O)c3ccccc3Cc3ccccc3)CC2)c1
(29) O=C(CC1CC1)N1CC(=O)N2[C@H](C1)[C@@H](c1ccc(-c3ccccc3)cc1)[C@@H]2CO
(30) Cc1cc(C)cc(Nc2ccc(C(=O)O)cc2[N+](=O)[O-])c1
entry no.	26	27	28	29	30
C2C12 statin	-5.1	-0.9	29.3	.	1.3
PAX8 inh HTS	.	24.4	12.3	-6.5	18.4
PGC1a acetyl inh	4.3	5.3	.	-11.9	0.3
LGR2 antag	4.4	1.3	10.2	10.6	-1.8
ARNT-TACC3 inh	4.6	-3.9	-7.2	.	21.7
GSIS activator	-6.6	-1.3	14.3	23.8	.
PglD inh	4.7	5.5	4.2	.	0.4
Cneo AK release	2.6	1.0	0.7	.	2.3

(31) COC(=O)c1ccc(COc2ccccc2/C=C/C(=O)c2ccc(OCC(=O)O)cc2)cc1
(32) C[C@H](CO)N1C[C@H](C)[C@@H](CN(C)C(=O)Nc2ccc(F)cc2)Oc2ccc(NC(=O)NC3CCCCC3)cc2CC1=O
(33) COc1ccc(NC(=O)N2CCCCN3[C@H](CO)[C@@H](c4ccc(-c5ccccc5C)cc4)[C@@H]3C2)cc1
(34) Cc1cccc(S(=O)(=O)N[C@@H]2CC[C@@H](CCNC(=O)Nc3cc(F)ccc3F)O[C@@H]2CO)c1
(35) C[C@@H]1CN([C@@H](C)CO)C(=O)c2cccc(NS(=O)(=O)c3ccc(Cl)cc3)c2O[C@@H]1CN(C)Cc1ccccc1
entry no.	31	32	33	34	35
C2C12 statin	.	-9.9	.	-22.2	4.1
PAX8 inh HTS	17.9	-18.0	5.0	11.4	7.9
PGC1a acetyl inh	-4.5	2.3	-20.7	0.4	-16.8
LGR2 antag	18.7	11.0	13.9	6.0	6.2
ARNT-TACC3 inh	19.6	0.5	12.9	-0.3	-3.9
GSIS activator	6.1	19.2	-21.4	-1.3	-11.0
PglD inh	4.7	-1.6	-1.3	-2.1	0.4
Cneo AK release	0.1	2.1	-1.7	-7.4	4.2

Going on with the list:
item	Structure	C2C12 statin	PAX8 inh HTS	PGC1a acetyl inh	LGR2 antag	ARNT-TACC3 inh	GSIS activator	PglD inh	Cneo AK release
36	Cc1noc(C)c1CSc1nc2sc3c(c2c(=O)n1C)CCCC3	-27.1	.	-19.3	-1.8	-2.9	6.0	4.1	2.5
37	COc1ccc(S(=O)(=O)N(C)C[C@H]2OCCCC[C@@H](C)Oc3ccc(NC(=O)Nc4cccc5ccccc45)cc3C(=O)N([C@H](C)CO)C[C@H]2C)cc1	.	-16.6	-6.9	-28.7	.	4.7	2.6	0.2
38	O=[N+]([O-])c1cc(-c2ncccn2)c([N+](=O)[O-])s1	0.6	9.2	60.7*	17.4	1.3	-7.7	-3.5	-3.0
39	COc1ccccc1C(=O)Nc1ccnn1C1CCN(Cc2cnc(N(C)C)s2)CC1	-5.9	6.6	3.0	-1.1	0.5	16.0	2.8	9.0
40	CCCC/C=C/C(NC(=O)CCc1ccccc1)c1ccccc1 (configuration not stated)	-2.7	-20.5	0.9	7.8	-9.6	-32.1	2.5	0.1
41	COCCn1c(N)c(N(Cc2ccccc2)C(=O)c2ccc(C#N)cc2)c(=O)[nH]c1=O	2.3	23.4	0.6	-5.9	-0.2	12.8	-0.9	0.3
42	COc1cc(NC(=O)c2[nH]cnc2C(N)=O)cc(C(=O)Nc2cccc(C(F)(F)F)c2)c1	-128.9	.	62.8*	.	17.9	.	-2.6	0.0
43	O=C1CN(C(=O)COC(=O)c2cc(Cl)ccc2[N+](=O)[O-])c2ccccc2N1	1.5	12.4	-1.3	4.7	.	.	3.5	-1.6
44	CC(C)CCNC(=O)NC(=O)CN1C(=O)NC2(CCCCC2)C1=O	8.2	4.4	4.1	.	-2.7	-19.6	1.5	-0.1
45	CC(C)Cn1cnc2c(=O)oc3ccccc3c21	-3.4	.	18.4	.	1.6	.	5.0	1.3
46	Cc1sc(NC(=O)C2C3C=CC(C3)C2C(=O)O)c(C(N)=O)c1-c1ccc(C(C)C)cc1 (configuration not stated)	.	-123.6	.	-33.8	-3.1	-1.6	.	.
47	CCCCNC(=O)CSc1nc2ccc(NC(=O)CSc3nnc(COc4ccccc4C)n3C)cc2s1	-1.9	.	-13.6	.	1.9	.	2.3	-0.7
48	Cc1ccc(C(C(=O)NC(C)(C)C)N(C(=O)c2csnn2)C2CC2)cc1 (configuration not stated)	13.6	.	-10.4	.	-2.4	.	-5.4	1.0
49	Cc1ccc(C(C)(C)C)cc1S(=O)(=O)Nc1cccc(S(=O)(=O)NC2=NCCC2)c1	1.3	1.1	0.9	2.8	-1.5	-4.1	-3.6	0.1
50	CCOc1ccc(CC(=O)NNC(=S)NCCc2ccccc2)cc1	-0.1	-9.6	.	12.6	-9.1	8.0	.	.
51	CCn1c(CC(=O)Nc2cccc(OC)c2)nnc1SCC(=O)Nc1nccs1	-5.4	.	7.1	-0.8	-9.4	8.1	.	.
52	O=C(O)CCN1C(=O)C2CCCCC2C1=O (configuration not stated)	-2.0	.	-5.1	.	-8.4	.	-0.2	2.1
53	COc1ccc(C2CC(c3ccc(Cl)cc3)Nc3nc(NC(=O)c4ccco4)nn32)cc1 (configuration not stated)	10.0	.	1.6	.	-1.7	.	-3.4	-4.5
54	C[C@H](CO)N1C[C@H](C)[C@H](CN(C)Cc2ccc(Oc3ccccc3)cc2)Oc2c(NC(=O)Nc3ccc(F)cc3)cccc2C1=O	-136.1	.	-5.3	-7.2	-3.5	-37.6	3.7	2.4
55	Cc1oc2cc(O)ccc2c(=O)c1-c1ccccc1	.	-17.8	.	-4.2	-2.9	11.0	.	.
56	Cc1nc2c(=O)n(C)c(=O)n(C)c2nc1Cl	.	110.8*	.	-23.1	7.4	95.9*	.	.
57	COCCNC(=S)N(CCCO)Cc1cc2cc3c(cc2[nH]c1=O)OCO3	-7.9	3.0	.	9.1	.	13.8	4.2	-1.5
